# From PubChem
# VHR inh abs: VHR1 phosphatase inhibitors, primary screen, biochemical, absorbance, uHTS | recombinant VHR phosphatase, pNPP absorbance | inhibition, % at 13.3 µM | actives 0.52% (n = 290,000); in the data active means inhibition above about 50%; further: some compounds called inactive have numbers as strong as hits
# CCHFV vOTU inh: CCHFV vOTU protease inhibitors, primary screen, biochemical, Pep-AMC substrate, fluorescence | actives 0.55% (n = 370,000) | inhibition, % at 11.5 µM; further: 0% = vehicle wells with enzyme and 100% = no enzyme wells
# Rv3671c protease: Rv3671c serine protease inhibitors, primary screen, biochemical, fluorescence polarization, M. tuberculosis H37Rv; P9WHR9; inhibition, % at 5.96 µM; actives 0.048% (n = 320,000); AID 2606, 2010; in the data active means inhibition above about 38%;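 further: extracellular domain of Rv3671c used as enzyme; 0% = enzyme with DMSO and 100% = no enzyme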
# Target sequence (P9WHR9 whole entry, looked up, the tested form may be a part): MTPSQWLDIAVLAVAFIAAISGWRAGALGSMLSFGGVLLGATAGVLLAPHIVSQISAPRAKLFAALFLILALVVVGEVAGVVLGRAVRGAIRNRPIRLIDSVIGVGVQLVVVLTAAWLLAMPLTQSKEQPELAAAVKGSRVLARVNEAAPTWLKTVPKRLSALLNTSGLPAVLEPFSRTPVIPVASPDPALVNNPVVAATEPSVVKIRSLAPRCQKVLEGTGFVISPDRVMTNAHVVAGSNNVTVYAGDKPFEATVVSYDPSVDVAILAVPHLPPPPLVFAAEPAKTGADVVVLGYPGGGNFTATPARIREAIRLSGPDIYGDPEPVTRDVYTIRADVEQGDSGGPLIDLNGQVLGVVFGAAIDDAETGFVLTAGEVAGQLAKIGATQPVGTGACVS
# FadD28 binding: inhibitors of FadD28 bisubstrate probe binding, primary screen, biochemical, fluorescence polarization, single point; actives 0.22% (n = 360,000); inhibition, % at 12.5 µM; in the data active means inhibition above about 8.5%, passing the limit was not always enough; inconclusive means no clear call, values can overlap the other calls
# Mtb UGM inh: M. tuberculosis UGM enzyme inhibitors, primary screen, biochemical, fluorescence polarization, single point; actives 0.06% (n = 320,000); UDP-galactopyranose mutase (Mycobacterium tuberculosis (strain ATCC 25618 / H37Rv)), …; AID 504406, 2011; inhibition, % at 10 µM; purified UGM, fluorescence polarization probe displacement; in the data active means inhibition above about 10%, passing the limit was not always enough; inconclusive means no clear call, values can overlap the other calls
# Target sequence (P9WIQ1 whole entry, looked up): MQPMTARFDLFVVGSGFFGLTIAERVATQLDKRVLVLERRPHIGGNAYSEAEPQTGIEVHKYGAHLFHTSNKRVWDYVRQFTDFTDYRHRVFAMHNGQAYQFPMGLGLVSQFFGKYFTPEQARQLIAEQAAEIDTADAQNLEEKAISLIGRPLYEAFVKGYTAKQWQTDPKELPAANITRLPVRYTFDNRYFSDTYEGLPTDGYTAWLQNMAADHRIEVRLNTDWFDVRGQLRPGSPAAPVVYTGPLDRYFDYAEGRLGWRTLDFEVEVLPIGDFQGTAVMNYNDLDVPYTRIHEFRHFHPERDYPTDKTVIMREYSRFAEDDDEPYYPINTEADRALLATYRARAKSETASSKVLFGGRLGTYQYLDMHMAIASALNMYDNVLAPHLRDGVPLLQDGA
# Mtb FBA inh: Mtb FBA enzyme inhibitors, primary screen, biochemical, fluorescence, strain H37Rv. Fructose-bisphosphate aldolase (Mycobacterium tuberculosis (strain ATCC 25618 / H37Rv)), …. purified M. tuberculosis FBA, fluorescence read-out. inhibition, % at 1 µM. actives 2.3% (n = 360,000). AID 588726, 2011; in the data active means inhibition above about 27%;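 further: 0% = vehicle and 100% = reference inhibitor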
# GDH-TPI counter: GDH-TPI coupling enzyme inhibitors, primary screen, artefact control for M. tuberculosis FBA inhibitor project, biochemical, absorbance, full deck; actives 1.2% (n = 360,000); GDH-TPI coupled enzyme counterscreen, NADH absorbance; inhibition, % at 4.8 µM;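 further: 0% = DMSO wells and 100% = wells lacking the enzyme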
# MazF activator: activators of E. coli MazEF toxin-antitoxin RNase, primary screen, biochemical, fluorescence, uHTS. FAM/BHQ RNA-DNA oligo cleavage fluorescence, 5 h. actives 0.32% (n = 350,000). AID 504720, 2011. activation, % at 20 µM. Endoribonuclease toxin MazF (Escherichia coli (strain K12)), P0AE70; in the data active means activation above about 50%
# Target sequence (P0AE70 whole entry, looked up): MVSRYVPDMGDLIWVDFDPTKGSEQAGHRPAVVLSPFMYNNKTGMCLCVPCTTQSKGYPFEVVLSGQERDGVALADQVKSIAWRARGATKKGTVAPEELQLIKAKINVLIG
# BioA inh: M. tuberculosis BioA enzyme inhibitors, primary screen, biochemical, plate reader, single point, HTS | actives 0.096% (n = 360,000) | 7,8-diaminopelargonic acid synthase BioA (Mycobacterium tuberculosis) | purified M. tuberculosis BioA enzyme | inhibition, % at 9.99 µM; in the data active means inhibition above about 40%; inconclusive means no clear call, values can overlap the other calls
# BoNT F protease: BoNT/F light chain protease inhibitors, primary screen, biochemical, flow cytometry, MLPCN library. Botulinum neurotoxin type F light chain protease (Clostridium botulinum). AID 588497, 2011. Multiplex microsphere protease cleavage assay. inhibition, % at 10 µM. actives 0.22% (n = 360,000); in the data active means inhibition above about 35%, passing the limit was not always enough; inconclusive means no clear call, values can overlap the other calls; further: plate controls were buffer without enzyme for full effect and enzyme alone for no effect
# An asterisk follows results filed as active; ? = inconclusive; . = no result given. Unless noted, no stated cut-off is given here; in the data, active means inhibition above about 30%; inactive means the rest.
# The first 12 entries, to show the layout:
# Sequence of screens – VHR inh abs	CCHFV vOTU inh	Rv3671c protease	FadD28 binding	Mtb UGM inh	Mtb FBA inh	GDH-TPI counter	MazF activator	BioA inh	BoNT F protease
Cc1ccc(NC(=O)CSc2nnc(C(F)(F)F)n2C)cc1[N+](=O)[O-]
  17	1	-7	0.9	.	0	0	8	.	-4
CC1CC(C)CN(C(=O)C2CCN(S(=O)(=O)c3cccc4cccnc34)CC2)C1 (centres undefined)
  -14	.	-4	-2.1	-1.5	-4	-8	-2	0.8	3
Cc1ccccc1Nc1c(-c2cccnc2)nc2ccccn12
  16	-8	2	-0.7	-4.8	-1	17	-3	-0.3	1
Cc1nnc(SCC(=O)N2CCCC2)n1-c1ccc(F)cc1
  .	4	6	-3.4	-3.9	-1	2	6	1.2	12
O=c1[nH]c(/C=C/c2cccc([N+](=O)[O-])c2)c([N+](=O)[O-])c(=O)[nH]1
  -8	8	8	1.7	-1.2	0	16	10	-1.8	-3
CCn1c(C)c(P(=O)(N2CCOCC2)N2CCOCC2)c2ccccc21
  -2	3	-1	-1.5	-0.8	0	-6	2	.	0
COc1ccc(/C=N/NC(=O)c2ccc(NC(=O)c3ccccc3Br)cc2)cc1
  8	-8	-37	-1.2	2.4	2	19	-18	.	-3
Cc1cccc(-c2cc(C(=O)Nc3sc(C)c(C)c3C(N)=O)c3ccccc3n2)c1
  10	4	-8	-0.5	-0.2	-1	19	-5	0.3	-1
O=C(O)c1ccc(N=Nc2c(O)[nH]c3ccccc23)cc1
  6	-6	0	1.2	-1.7	-5	35*	4	-1.0	0
Cc1cccc(N/C=C/C(=O)c2cccs2)c1C
  22	-9	4	-1.6	-0.6	2	16	-6	.	-10
O=C(O)Cc1ccc(NC(=O)C2CCCCC2C(=O)O)cc1 (centres undefined)
  14	11	-2	.	1.1	6	-4	-2	0.0	1
O=C1CCC(C(=O)N2CCOCC2)CN1Cc1cccc(C(F)(F)F)c1 (centres undefined)
  14	9	-6	-3.3	0.1	2	2	10	-0.7	0

# The list itself (from the top)
# Sequence of screens – VHR inh abs	CCHFV vOTU inh	Rv3671c protease	FadD28 binding	Mtb UGM inh	Mtb FBA inh	GDH-TPI counter	MazF activator	BioA inh	BoNT F protease
Cc1ccc(NC(=O)CSc2nnc(C(F)(F)F)n2C)cc1[N+](=O)[O-]
  17	1	-7	0.9	.	0	0	8	.	-4
CC1CC(C)CN(C(=O)C2CCN(S(=O)(=O)c3cccc4cccnc34)CC2)C1 (centres undefined)
  -14	.	-4	-2.1	-1.5	-4	-8	-2	0.8	3
Cc1ccccc1Nc1c(-c2cccnc2)nc2ccccn12
  16	-8	2	-0.7	-4.8	-1	17	-3	-0.3	1
Cc1nnc(SCC(=O)N2CCCC2)n1-c1ccc(F)cc1
  .	4	6	-3.4	-3.9	-1	2	6	1.2	12
O=c1[nH]c(/C=C/c2cccc([N+](=O)[O-])c2)c([N+](=O)[O-])c(=O)[nH]1
  -8	8	8	1.7	-1.2	0	16	10	-1.8	-3
CCn1c(C)c(P(=O)(N2CCOCC2)N2CCOCC2)c2ccccc21
  -2	3	-1	-1.5	-0.8	0	-6	2	.	0
COc1ccc(/C=N/NC(=O)c2ccc(NC(=O)c3ccccc3Br)cc2)cc1
  8	-8	-37	-1.2	2.4	2	19	-18	.	-3
Cc1cccc(-c2cc(C(=O)Nc3sc(C)c(C)c3C(N)=O)c3ccccc3n2)c1
  10	4	-8	-0.5	-0.2	-1	19	-5	0.3	-1
O=C(O)c1ccc(N=Nc2c(O)[nH]c3ccccc23)cc1
  6	-6	0	1.2	-1.7	-5	35*	4	-1.0	0
Cc1cccc(N/C=C/C(=O)c2cccs2)c1C
  22	-9	4	-1.6	-0.6	2	16	-6	.	-10
O=C(O)Cc1ccc(NC(=O)C2CCCCC2C(=O)O)cc1 (centres undefined)
  14	11	-2	.	1.1	6	-4	-2	0.0	1
O=C1CCC(C(=O)N2CCOCC2)CN1Cc1cccc(C(F)(F)F)c1 (centres undefined)
  14	9	-6	-3.3	0.1	2	2	10	-0.7	0
O=C(NCCc1nc2ccccc2[nH]1)/C(=C/c1ccc2c(c1)OCO2)NC(=O)c1ccccc1Cl
  2	6	-3	-3.4	0.4	-6	10	-1	.	-2
CCNC(COC(=O)c1ccc([N+](=O)[O-])cc1)C1CCCCC1 (centres undefined)
  .	10	.	-1.3	.	3	3	5	.	-2
COc1ccc(S(=O)(=O)N2CCC(C(=O)N[C@H](C(=O)NC3CCCC3)C(C)C)CC2)cc1
  18	-14	7	0.8	1.1	1	7	5	-0.7	4
CC(CCc1ccccc1)NC(=O)C(=O)Nc1ccccc1 (centres undefined)
  -7	-4	-4	1.3	-2.2	-1	5	-3	.	-2
FC(F)(F)c1cccc(CN2CCSCC2)c1
  11	10	-2	-2.9	1.0	-4	7	-1	-0.5	29
CCCOc1ccc(C(=O)C(c2ccccc2)N2CCOCC2)cc1 (centres undefined)
  0	1	-2	-0.6	0.8	-1	8	-3	-0.4	-5
Cc1sc2ncnc(N3CCCCC3)c2c1C
  -2	9	1	-1.8	0.2	1	3	-10	-0.8	-29
Cc1c(NS(=O)(=O)c2ccc(NC3CCCC3)c([N+](=O)[O-])c2)c(=O)n(-c2ccccc2)n1C
  -22	-5	8	-1.6	-0.3	1	3	-6	.	-8
Cc1cc(C)nc(N2CCCC(C(=O)NC(C)C)C2)n1 (centres undefined)
  2	-6	2	-1.9	0.6	9	-3	-24	.	-2
Cc1ccc(S(=O)(=O)Nc2ccc3cn[nH]c3c2)cc1C
  .	-2	-8	-2.0	2.8	3	11	-15	5.8	-2
CC(C)(C)c1ccc(-c2nnc(N)s2)cc1
  31	6	-11	-3.2	-1.6	4	-4	1	2.8	-6
COc1cc2c(cc1NC(=O)c1cc(-c3cccnc3)nc3ccc(C)cc13)oc1ccccc12
  24	-15	-11	-1.6	1.1	5	8	-21	.	-7
COC(=O)c1cccc(C(=O)Nc2ccc(C)cc2)n1
  47	6	-6	-2.8	-1.1	-8	1	3	-1.3	6
COc1ccccc1C(=O)NCCC(=O)N1CCN(c2ccc(C(F)(F)F)cn2)CC1
  .	4	.	-2.4	.	6	-1	1	1.7	6
CC1CCN(C(=O)CSc2nc(C(C)C)nc3c2c(=O)n(C)c(=O)n3C)CC1
  14	3	6	0.0	-1.8	1	6	0	-1.0	0
Cn1nc(SCc2ccccc2)c(=O)[nH]c1=O
  .	15	.	-2.5	.	0	13	5	0.4	0
CCN(CC(=O)Nc1ccccc1C(F)(F)F)C(=O)c1cc(-c2cccs2)nn1-c1ccccc1
  2	3	-2	-1.9	-4.6	7	13	-6	-2.0	3
O=C(CN(CC1CCCO1)C(=O)CNS(=O)(=O)c1ccc(Cl)cc1)NCc1ccc(F)cc1 (centres undefined)
  23	0	4	.	-0.3	2	-7	5	1.0	-4

# Continued:
# Sequence of screens – VHR inh abs	CCHFV vOTU inh	Rv3671c protease	FadD28 binding	Mtb UGM inh	Mtb FBA inh	GDH-TPI counter	MazF activator	BioA inh	BoNT F protease
COc1ccccc1-c1cnnc(N/N=C/c2ccc(-c3cccc(Br)c3)o2)n1
  36	-3	4	-0.2	1.2	3	4	1	-1.3	7
CCOC(=O)C1=C(COC(=O)c2cc(S(=O)(=O)N(C)C)ccc2C)NC(=O)NC1C (centres undefined)
  .	-2	-3	-0.9	-0.8	2	19	4	7.5	0
CC(C)C[C@H](NC(=O)OC(C)(C)C)c1nnc(SCc2ccccc2)o1
  10	9	-7	1.8	-0.1	1	10	-1	2.6	?
COc1cccc(NC(=O)c2nc3ncccn3n2)c1
  18	0	8	-0.5	1.6	1	4	4	0.0	12
O=C(c1ccc(COc2ccc(Cl)cc2Cl)o1)N1CCCC1
  11	1	.	-0.3	1.5	-3	7	0	1.5	1
COc1ccc(S(=O)(=O)Nc2cc3c4c(c2)CCN4C(=O)CC3)cc1
  .	-2	-3	0.8	-1.3	-2	13	4	0.1	.
CC(=O)n1cc(/C=N/NC(=O)c2sc(C)nc2C)c2ccccc21
  32	-4	-2	-8.8	0.5	1	11	8	0.2	-2
C/C(=N\NS(=O)(=O)c1ccc(C(C)(C)C)cc1)c1ccccc1
  9	22	-5	-1.5	4.2	0	1	1	-1.4	25
COc1ccc([C@H]2CC(=O)C=C(c3ccc4ncccc4c3)C2)cc1
  .	8	-8	-3.3	-1.0	7	22	-9	11	-3
CC1=C(C(=O)OCC2CCCO2)C(c2ccsc2)C2=C(CC(C)(C)CC2=O)N1 (centres undefined)
  24	-3	-4	-1.4	0.9	15	3	-1	.	-7
O=C(CN1C(=O)C2CCCCC2C1=O)Nc1ccc(S(=O)(=O)Nc2ncccn2)cc1 (centres undefined)
  2	-5	5	-3.1	-1.1	0	6	-11	-0.5	1
COc1ccc(NC(=O)C(=O)Nc2cccc3cccnc23)cc1OC
  30	5	-12	-1.9	-3.0	0	16	-1	-0.9	0
CCOc1ccc(S(=O)(=O)N2CCC(C(=O)N3CCCCCC3)CC2)cc1C
  16	7	-3	-1.0	1.9	0	16	8	-1.4	-7
COc1cccc(NC(=S)N2CCC(NC(=O)c3ccco3)CC2)c1
  2	-6	-4	-2.5	-1.9	1	-7	2	0.9	1
CC(C)(C)NCc1cc(Cl)ccc1OCc1ccccc1F
  8	4	3	-1.4	6.6	-2	-2	12	.	-5
CC(C)(C)c1ccc(C(=O)NCCN2CCCC2)cc1
  -6	-4	4	-3.5	6.6	-1	-9	1	.	-1
O=c1ccc2cc(S(=O)(=O)N3CCOCC3)ccc2o1
  -8	10	-17	-1.2	0.1	0	8	20	0.0	7
O=C(O)c1ccc(S(=O)(=O)N2CCC(c3nc(-c4ccccc4Cl)no3)CC2)cc1
  -26	-5	0	-3.5	-1.0	-2	-5	-4	0.2	-1
Cc1ccccc1NC(=O)N1CCCC(c2nc(-c3ccc(F)cc3)no2)C1 (centres undefined)
  27	-4	6	-4.8	-0.1	-1	-15	3	.	-5
CCCc1nn(C)c2c1C(c1cccnc1)C(C#N)=C(N)O2 (centres undefined)
  20	3	-6	1.1	-1.7	1	-2	0	.	-6
COc1ccc(NS(=O)(=O)c2csc(C(=O)Nc3ccccc3)c2)cc1
  34	2	-22	-1.0	1.4	0	5	10	-0.8	0
CSc1ccc(CN2CCN(C(=O)c3ccncc3)CC2)cc1
  36	-1	1	-1.3	4.6	5	0	-18	.	2
CC(=O)Nc1ccc(NC(=O)COc2ccc(Br)cc2C)cc1
  14	-17	4	-1.0	0.9	2	5	2	-1.4	-6
COc1ccc(N(CC(=O)N2CCCCCC2)S(=O)(=O)c2ccccc2)cc1
  23	8	-1	.	3.3	4	2	2	-3.6	1
CCC(=O)Nc1cc2c(cc1C(=O)c1ccccc1)OCCO2
  30	16	-2	-2.1	-1.3	-2	3	8	-1.5	1
